Bioassay records (PubChem BioAssay)
Statin myotox sup – suppressors of statin myotoxicity in C2C12 myotubes, primary screen, cell-based, single point, plate reader; rescue of ATP level, % at 7.49 µM; AID 602340, 2012; hit rate 0.78% among 330,000; C2C12 myotubes + simvastatin, ATP luminescence, 48 h; scaled: DMSO 0, geranylgeraniol control 100;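 active = mean ATP rescue above about 67%, or every replicate alone reaching that limit, limit read from the data, passing the limit was not always enough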;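 note: myotubes were challenged with 10 µM simvastatin during compound exposure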
CASP6 VEID inh – human caspase-6 inhibitors, primary screen, biochemical, VEID-R110 fluorescence, single point, set 2 | inhibition, % at 12.5 µM | purified caspase-6, Z-VEID-R110 cleavage fluorescence | P55212 | hit rate 0.53% among 350,000;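 active = mean inhibition across replicates at least about 35%, with every replicate also reaching that limit, limit read from the data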;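 note: 0% = median of neutral control wells and 100% = no fluorescence left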
Target sequence (P55212 24-179 limits assumed): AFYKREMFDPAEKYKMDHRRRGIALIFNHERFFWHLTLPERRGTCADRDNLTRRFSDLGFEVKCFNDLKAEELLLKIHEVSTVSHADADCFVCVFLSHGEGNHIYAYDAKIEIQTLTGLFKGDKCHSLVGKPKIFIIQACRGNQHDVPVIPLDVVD
Target sequence (P55212 194-293 limits assumed): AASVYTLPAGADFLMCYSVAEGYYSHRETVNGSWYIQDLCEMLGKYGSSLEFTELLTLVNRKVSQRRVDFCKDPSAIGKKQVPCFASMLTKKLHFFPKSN
S100A4 inh HTS – inhibitors of S100A4-myosin IIA peptide binding, primary screen, biochemical, fluorescence polarization, TAMRA-MyoIIA peptide. Protein S100-A4 (Homo sapiens), P26447. hit rate 0.14% among 360,000. inhibition, % at 10.7 µM. AID 652163, 2013;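 active = mean inhibition of at least 70% across replicates, with every replicate also reaching that level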
Target sequence (P26447 whole entry, looked up): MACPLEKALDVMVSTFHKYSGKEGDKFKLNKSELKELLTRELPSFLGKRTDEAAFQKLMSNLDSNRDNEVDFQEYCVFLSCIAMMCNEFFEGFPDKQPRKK
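Test system: S100A4 monomer protein. Medium: HEPES buffer with Ca2+, pH 7.2. Reagent: fluorescent myosin IIA peptide, 5 nM. Compound dosing: single-point compound testing. Timing: 5 min between mix addition and reading. Benchmarks: DMSO neutral and TFP positive wells.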
SIRT5 block – SIRT5 desuccinylase inhibitors, primary screen, biochemical, fluorescence imaging, single point, set 5. hit rate 1.1% among 330,000. Purified SirT5, succinyl-peptide AMC, trypsin-coupled fluorescence. inhibition, % at 15 µM; in the data active = inhibition above about 15%
Target sequence (Q9NXA8 whole entry, looked up): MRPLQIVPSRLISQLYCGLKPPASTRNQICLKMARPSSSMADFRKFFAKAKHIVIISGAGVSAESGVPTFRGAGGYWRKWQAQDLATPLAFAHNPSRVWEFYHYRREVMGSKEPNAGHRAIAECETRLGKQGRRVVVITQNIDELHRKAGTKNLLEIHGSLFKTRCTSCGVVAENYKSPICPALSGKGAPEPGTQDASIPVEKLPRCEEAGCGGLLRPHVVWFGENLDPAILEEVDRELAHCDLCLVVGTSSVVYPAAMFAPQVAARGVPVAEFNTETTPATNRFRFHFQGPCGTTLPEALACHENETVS
esBAF inh – Bmi1 luciferase reporter increase in mESCs, primary screen, esBAF inhibitor project, mouse ES cells, Bmi1 luciferase knock-in, single point; reporter increase, % at 12.5 µM; 24 h; 100% = twice the neutral-well signal; hit rate 2% among 350,000; in the data active = activation above about 40%;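 note: 0% = median of the plate's neutral control wells and 100% = double that signal; a rise in the Bmi1 reporter signal indicates esBAF inhibition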
FN deposition inh – inhibitors of fibronectin matrix deposition, primary screen, AH1F cells, Alexa488-fibronectin fluorescence, plate reader. AH1F fibroblasts, overnight. AID 743247, 2014. hit rate 0.086% among 350,000. inhibition, % at 12.6 µM;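 active = mean inhibition across replicates of 30% or more, regardless of how many single replicates reach that level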;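 note: positive control wells lacked labelled fibronectin entirely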
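Schedule: 1 h cell adhesion before compound, then overnight fibronectin incubation; test system: AH1F fibroblast monolayer depositing Alexa488-labelled fibronectin into matrix; quantity: 10000 AH1F cells per well; probe or stimulus: fluorescent fibronectin at 24 nM final; signal: fluorescence, ex 485 nm, em 525 nm; evaluation: percent inhibition as loss of matrix-bound fibronectin fluorescence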
LGR2 antag – inhibitors of bursicon-induced LGR2 CRE-luciferase signal, primary screen, cell-based, HEK293, CRE-luciferase reporter, bursicon stimulation. Drosophila bursicon receptor LGR2 (rickets). inhibition, % at 9.99 µM. bursicon-stimulated, 4 h. hit rate 0.35% among 380,000. AID 720647, 2013;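 active = drop in luminescence signal, shown as inhibition above about 50% in the replicate tests, limit read from the data, passing the limit was not always enough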;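 note: agonist challenge used bursicon conditioned medium at about half maximal strength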
Active calls of the source: *. A portion of the library (hit frequency here may not be typical).

Results for N#Cc1nc(-c2ccco2)oc1NCCCN1CCOCC1 ?
Statin myotox sup: 4; CASP6 VEID inh: -19; S100A4 inh HTS: -12; SIRT5 block: -3; esBAF inh: -1; LGR2 antag: -17

Results for COc1ccc(/C=C/C(=O)OCC(=O)N(C)CC(=O)Nc2ccc(C)cc2)c(OC)c1 ?
Statin myotox sup: 1; CASP6 VEID inh: 0; S100A4 inh HTS: -1; SIRT5 block: -2; esBAF inh: 8; FN deposition inh: 6; LGR2 antag: -16

What do the screens show for `O=C(CCCN1C(=O)/C(=C/c2ccccc2Cl)SC1=S)NCCCN1CCOCC1`?
CASP6 VEID inh: -9; S100A4 inh HTS: -22; SIRT5 block: -2; LGR2 antag: 10

Results for COc1cc(CNCCN(C)C)c(Br)cc1OCC(=O)NCc1ccccc1 ?
Statin myotox sup: -1; esBAF inh: -5; LGR2 antag: -2

Results for O=C1CCC(C(=O)N2CCCC(C(=O)c3ccc4ccccc4c3)C2)=NN1 (configuration not stated) ?
Statin myotox sup: 9; CASP6 VEID inh: 2; S100A4 inh HTS: -17; SIRT5 block: -4; esBAF inh: 3; FN deposition inh: 3; LGR2 antag: 26

Results for c1ccc(-c2nnsc2-c2nc3ccccc3[nH]2)cc1 ?
Statin myotox sup: 2; CASP6 VEID inh: -3; S100A4 inh HTS: -1; SIRT5 block: -6; esBAF inh: 4; FN deposition inh: -2; LGR2 antag: -16

What do the screens show for `CC(C)(C)OC(=O)C[C@H]1C/C=C\C[C@H](CC(=O)NCCO)C(=O)NCCOC1=O`?
Statin myotox sup: -3; CASP6 VEID inh: 5; S100A4 inh HTS: 3; SIRT5 block: -4; esBAF inh: 4; FN deposition inh: -8; LGR2 antag: 19

What do the screens show for `C[C@H]1CCCCO[C@H](CN(C)S(=O)(=O)c2cn(C)cn2)[C@@H](C)CN([C@@H](C)CO)C(=O)c2cc(NC(=O)Nc3ccc(C(F)(F)F)cc3)ccc2O1`?
Statin myotox sup: 5; esBAF inh: 2; LGR2 antag: -11

How did O=C(COC(=O)C1(c2ccc(F)cc2)CCCC1)NCc1ccco1 do in these assays?
CASP6 VEID inh: 6; S100A4 inh HTS: -5; SIRT5 block: -2; LGR2 antag: 2

What do the screens show for `CCNC(=O)C[C@@H]1C=C[C@@H](NC(=O)C2CCOCC2)[C@H](CO)O1`?
Statin myotox sup: -3; CASP6 VEID inh: 0; S100A4 inh HTS: 1; SIRT5 block: 0; esBAF inh: -3; LGR2 antag: -6

Results for CO[C@@H]1CN(C)C(=O)c2cc(NC(=O)C3CC3)ccc2OC[C@@H](C)N(C(=O)Nc2ccc(C(F)(F)F)cc2)C[C@H]1C ?
Statin myotox sup: -13; CASP6 VEID inh: 3; S100A4 inh HTS: -4; SIRT5 block: 0; esBAF inh: 11; FN deposition inh: 3; LGR2 antag: 6

How did Cc1cc(NC(=O)C(C)Sc2nnc(NCc3ccco3)s2)no1 (configuration not stated) do in these assays?
Statin myotox sup: -2; CASP6 VEID inh: 30; S100A4 inh HTS: 2; SIRT5 block: 0; esBAF inh: -6; FN deposition inh: -4; LGR2 antag: 12

Reprinted from the part before: 2 compounds, then new ones.
Results for CO[C@@H]1CN(C)C(=O)c2cc(NC(=O)C3CC3)ccc2OC[C@@H](C)N(C(=O)Nc2ccc(C(F)(F)F)cc2)C[C@H]1C ?
Statin myotox sup: -13; CASP6 VEID inh: 3; S100A4 inh HTS: -4; SIRT5 block: 0; esBAF inh: 11; FN deposition inh: 3; LGR2 antag: 6

How did Cc1cc(NC(=O)C(C)Sc2nnc(NCc3ccco3)s2)no1 (configuration not stated) do in these assays?
Statin myotox sup: -2; CASP6 VEID inh: 30; S100A4 inh HTS: 2; SIRT5 block: 0; esBAF inh: -6; FN deposition inh: -4; LGR2 antag: 12

How did CC1(CC(=O)N/N=C/c2ccc(-c3cccc(C(F)(F)F)c3)o2)OCCO1 do in these assays?
CASP6 VEID inh: 1; S100A4 inh HTS: -8; SIRT5 block: 4; FN deposition inh: -7; LGR2 antag: 19

How did C[C@@H]1CN([C@H](C)CO)C(=O)Cc2cc(NC(=O)C3CC3)ccc2O[C@@H]1CN(C)Cc1ccc(C(=O)Nc2ccccc2N)cc1 do in these assays?
Statin myotox sup: 29; CASP6 VEID inh: 2; S100A4 inh HTS: 0; SIRT5 block: 3; esBAF inh: -7; LGR2 antag: -6

Results for O=c1[nH]c2cnn(-c3ccccc3)c2c(=O)n1O ?
CASP6 VEID inh: 3; S100A4 inh HTS: 1; FN deposition inh: 7; LGR2 antag: -5

Results for O=[N+]([O-])c1ccccc1/C=C/C=N/n1c(-c2cc(-c3ccccc3)n[nH]2)n[nH]c1=S ?
CASP6 VEID inh: -1; S100A4 inh HTS: -1; SIRT5 block: -4; FN deposition inh: 0; LGR2 antag: 19

Results for CCCN1/C(=C(\C#N)C2=NS(=O)(=O)c3ccccc32)N(C)c2ccccc21 ?
CASP6 VEID inh: -1; S100A4 inh HTS: 2; SIRT5 block: 0; FN deposition inh: 3; LGR2 antag: 20

Results for COc1cc(/C=C(/C#N)c2ccccc2)ccc1Oc1ccc([N+](=O)[O-])cn1 ?
Statin myotox sup: 7; esBAF inh: 8; FN deposition inh: 6

What do the screens show for `CCOc1cccc(C2/C(=C(\O)c3ccc4c(c3)OCCO4)C(=O)C(=O)N2Cc2ccncc2)c1` (configuration not stated)?
Statin myotox sup: -9; CASP6 VEID inh: 1; S100A4 inh HTS: -2; SIRT5 block: -2; esBAF inh: -1; FN deposition inh: 6; LGR2 antag: -8

Results for CCCCCC(=O)Nc1ccc(S(=O)(=O)Nc2ccc(Cl)nn2)cc1 ?
Statin myotox sup: -2; CASP6 VEID inh: 10; S100A4 inh HTS: -2; esBAF inh: -8; FN deposition inh: 6; LGR2 antag: -5

Results for CCOc1ccc(C2NC(=O)c3n[nH]c(C)c32)cc1 (configuration not stated) ?
Statin myotox sup: -2; CASP6 VEID inh: 1; S100A4 inh HTS: -9; SIRT5 block: -2; esBAF inh: 1; FN deposition inh: -1; LGR2 antag: -24

How did CC(C)N=C(NS(=O)(=O)c1ccc(Br)cc1)c1ccc(Cl)cc1 do in these assays?
CASP6 VEID inh: 0; S100A4 inh HTS: -16; SIRT5 block: -4; FN deposition inh: 13; LGR2 antag: 9

What do the screens show for `CN(CCCC(=O)O)c1ccc(N=Nc2ccc([N+](=O)[O-])cc2)cc1`?
CASP6 VEID inh: 3; S100A4 inh HTS: 3; SIRT5 block: -9; FN deposition inh: 3; LGR2 antag: 2

Results for CCOc1ccc(NC(=O)C2CC(=O)NC(N3CCc4ccccc43)=N2)cc1 (configuration not stated) ?
Statin myotox sup: 3; esBAF inh: 0; FN deposition inh: -2

How did Cc1cccc(C)c1NC(=O)COc1ccccc1C(=O)Nc1ccc(Br)cn1 do in these assays?
CASP6 VEID inh: 0; S100A4 inh HTS: -3; SIRT5 block: 2; FN deposition inh: -10; LGR2 antag: -25

Results for O=C(Cc1ccc(Cl)cc1)c1c[nH]c(C(=O)NCc2cccnc2)c1 ?
CASP6 VEID inh: 0; S100A4 inh HTS: 7; SIRT5 block: -4; LGR2 antag: 6

Results for O=C(c1ccc(Cn2ccc([N+](=O)[O-])n2)cc1)N1CCN(Cc2ccccc2)CC1 ?
CASP6 VEID inh: -1; S100A4 inh HTS: -1; SIRT5 block: 2; FN deposition inh: 8; LGR2 antag: 20

Results for C[C@@H]1CN([C@H](C)CO)C(=O)Cc2cc(NC(=O)Nc3ccc(F)cc3)ccc2O[C@@H]1CN(C)Cc1ccc(-c2ccccc2)cc1 ?
Statin myotox sup: 4; CASP6 VEID inh: 0; S100A4 inh HTS: -1; SIRT5 block: -1; esBAF inh: 2; FN deposition inh: 5; LGR2 antag: -10

How did COCCNC(=O)C[C@H]1CC[C@H]2[C@H](COc3ccc(NC(=O)C4CCCC4)cc3C(=O)N2C)O1 do in these assays?
Statin myotox sup: -5; CASP6 VEID inh: 2; S100A4 inh HTS: 0; SIRT5 block: -3; esBAF inh: 5; FN deposition inh: -10; LGR2 antag: -2

How did CCC(C)Sc1ccc([C@H]2N[C@@](Cc3ccccc3)(C(=O)OC)[C@H]3C(=O)N(CC)C(=O)[C@@H]23)cc1OC (some centres not stated) do in these assays?
Statin myotox sup: -14; CASP6 VEID inh: 2; S100A4 inh HTS: -7; esBAF inh: -8; FN deposition inh: -9; LGR2 antag: 12

Results for COC(=O)[C@]12C[C@H](CC(=O)N3CCOCC3)C(=O)N(Cc3ccc4c(c3)OCO4)C1=C[C@H](C(C)(C)C)O[C@@H]2C ?
CASP6 VEID inh: -4; S100A4 inh HTS: 6; FN deposition inh: -7; LGR2 antag: -2

Results for O=C(C[C@H]1CC[C@@H]2[C@H](COC[C@@H](O)CN2C(=O)Nc2cccc(F)c2)O1)NCc1ccccc1Cl ?
Statin myotox sup: -10; CASP6 VEID inh: 3; S100A4 inh HTS: -14; SIRT5 block: 2; esBAF inh: 20; FN deposition inh: -8; LGR2 antag: -22

Results for COc1cc(/C=N/NC(=O)NC23CC4CC(CC(C4)C2)C3)ccc1OCC(N)=O ?
Statin myotox sup: -3; CASP6 VEID inh: 9; S100A4 inh HTS: -2; SIRT5 block: 3; esBAF inh: -1; FN deposition inh: 5; LGR2 antag: 12

What do the screens show for `O=C(NCc1ccccn1)c1ccc2c(c1)N(Cc1ccccc1)CCS2`?
Statin myotox sup: 21; CASP6 VEID inh: 3; S100A4 inh HTS: 0; SIRT5 block: -9; esBAF inh: 4; FN deposition inh: 1; LGR2 antag: -4

Results for C[C@H]1CN([C@@H](C)CO)C(=O)Cc2cc(NC(=O)Nc3ccc(F)cc3)ccc2O[C@@H]1CN(C)S(=O)(=O)c1ccccc1 ?
Statin myotox sup: -19; CASP6 VEID inh: 3; S100A4 inh HTS: 6; SIRT5 block: 5; esBAF inh: 1; FN deposition inh: -2; LGR2 antag: 0

What do the screens show for `CCOC(=O)C(O)(CCC(O)(C(=O)OCC)C(=O)OCC)C(=O)OCC`?
Statin myotox sup: 2; esBAF inh: -9; FN deposition inh: -2

Next part, starting with the last two of the part before.
Results for C[C@H]1CN([C@@H](C)CO)C(=O)Cc2cc(NC(=O)Nc3ccc(F)cc3)ccc2O[C@@H]1CN(C)S(=O)(=O)c1ccccc1 ?
Statin myotox sup: -19; CASP6 VEID inh: 3; S100A4 inh HTS: 6; SIRT5 block: 5; esBAF inh: 1; FN deposition inh: -2; LGR2 antag: 0

What do the screens show for `CCOC(=O)C(O)(CCC(O)(C(=O)OCC)C(=O)OCC)C(=O)OCC`?
Statin myotox sup: 2; esBAF inh: -9; FN deposition inh: -2

What do the screens show for `O=C(CCN1C(=O)c2ccccc2S1(=O)=O)Nc1ccc(F)cc1F`?
Statin myotox sup: -4; CASP6 VEID inh: 3; S100A4 inh HTS: 0; SIRT5 block: 1; esBAF inh: 1; FN deposition inh: -3; LGR2 antag: 18

What do the screens show for `COc1ccccc1NC(=O)c1nn(C)cc1Br`?
Statin myotox sup: -6; esBAF inh: 6; LGR2 antag: -13

Results for Cc1ccc(NC(=O)Cn2cnc(C(=O)Nc3ccc(C)c(C)c3)n2)cc1C ?
Statin myotox sup: 3; CASP6 VEID inh: -2; S100A4 inh HTS: -7; esBAF inh: -1; FN deposition inh: 7; LGR2 antag: -9

What do the screens show for `COc1ccc(Cn2c(C)c(C)c(C#N)c2NC(=O)Nc2ccc(Cl)cc2)cc1`?
Statin myotox sup: 5; esBAF inh: 0; FN deposition inh: -1

How did CC(OC(=O)C1CSC2(c3ccc(F)cc3)CCC(=O)N12)C(=O)NC(N)=O (configuration not stated) do in these assays?
CASP6 VEID inh: -1; S100A4 inh HTS: -7; SIRT5 block: -4; FN deposition inh: -10; LGR2 antag: -7
